DAX1 inh-1 = DAX1 (NR0B1) inhibitors on StAR promoter, primary screen, cell-based, luminescence, SF-1 (NR5A1), full-length DAX-1. HEK293T StAR-luciferase reporter, SF-1/DAX-1 repression relief. inhibition, % at 6.8 µM. 370,000 compounds, 1.1% hits. AID 652010, 2013;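 active = inhibition above the mean over all tested compounds plus 3 SD, cut at about 3.6% in these data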;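 also: 0% = DAX-1 cells with DMSO and 100% = cells lacking DAX-1 with DMSO; higher inhibition means more luminescence from relief of DAX-1 repression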
PG9 binder = binders of HIV-1 gp120 antibody PG9, primary screen, biochemical, TR-FRET. HIV-1 gp120 / PG9 antibody interaction. TR-FRET gp120-PG9 antibody binding. inhibition, % at 6.7 µM. 360,000 compounds, 0.43% hits; in the data active = inhibition above about 8.5%
ssDAF-12 act = S. stercoralis DAF-12 nuclear receptor activators, primary screen, cell-based, luminescence, HEK293, GRIP1 co-expression, lit1-tk-luc; 370,000 compounds, 1% hits; Nuclear hormone receptor DAF-12 (Strongyloides stercoralis); HEK293 ssDAF-12/GRIP1 lit1-tk-luc reporter; % of 3 µM dafachronic acid response; activation, % at 6.8 µM; AID 652126, 2013;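 active = activation above the mean over all tested compounds plus 3 SD, cut at about 0.9% in these data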;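 also: 0% = DMSO-only wells and 100% = 3 µM delta7-dafachronic acid wells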
SMARCA2 act = SMARCA2 (BRM) function activators, primary screen, cell-based, luminescence, high throughput. 370,000 compounds, 1% hits. AID 652017, 2013. MG213 cells, MMTV-luciferase reporter, dexamethasone, overnight. activation, % at 9.1 µM; in the data active = activation above about 7.8%;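 also: 0% = vehicle wells and 100% = reference activator wells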
ADAM10 inh = human ADAM10 inhibitors, primary screen, biochemical, QFRET, HTS; AID 720582, 2013; recombinant ADAM10, EDANS/DABCYL FRET peptide cleavage, 3 h; Disintegrin and metalloproteinase domain-containing protein 10 (Homo sapiens), O14672; 370,000 compounds, 0.62% hits; inhibition, % at 7 µM;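 active = inhibition above a per-campaign cutoff equal to the mean of compounds falling between control-based bounds plus 3 SD, cut at about 20% in these data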;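 also: 0% = DMSO wells while the 100% control is not disclosed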
hcDAF12 agonist = H. contortus DAF-12 nuclear receptor activators, primary screen, cell-based, luminescence, HEK293, lit1-tk-luc reporter; HEK293 hcDAF-12 lit1-tk-luc reporter; 0% DMSO, 100% Δ7-dafachronic acid; activation, % at 6.8 µM; 370,000 compounds, 1.4% hits; AID 652067, 2013;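 active = activation above the mean of all tested compounds plus 3 SD, cut at about 5.5% in these data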;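 also: 100% = response to 3 µM Δ7-dafachronic acid high control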
hgDAF12 agonist = H. glycines DAF-12 receptor agonists, primary screen, cell-based, luminescence, HEK293, GAL4 fusion, UAS-luciferase | Nuclear hormone receptor DAF-12 (Heterodera glycines), GAL4 fusion | HEK293 GAL4-hgDAF12 UAS-luciferase reporter, agonist luminescence; normalized to butyrate control | activation, % at 6.8 µM | 370,000 compounds, 1.8% hits | AID 687014, 2013;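 active = activation above a cutoff set at the mean of all screened compounds plus 3 SD, cut at about 10% in these data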;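 also: 0% = DMSO wells and 100% = sodium butyrate wells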
ADAM17 inh = ADAM17 inhibitors, primary screen, biochemical, QFRET; Disintegrin and metalloproteinase domain-containing protein 17 (Homo sapiens), P78536; recombinant ADAM17, EDANS/DABCYL FRET peptide cleavage; inhibition, % at 6.95 µM; 370,000 compounds, 0.83% hits; AID 720648, 2013;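 active = inhibition above the mean of compounds lying between control limits plus 3 SD, set per campaign, cut at about 8.5% in these data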;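 also: 0% = DMSO-only wells as the low control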
Target sequence (P78536 215-824 limits assumed): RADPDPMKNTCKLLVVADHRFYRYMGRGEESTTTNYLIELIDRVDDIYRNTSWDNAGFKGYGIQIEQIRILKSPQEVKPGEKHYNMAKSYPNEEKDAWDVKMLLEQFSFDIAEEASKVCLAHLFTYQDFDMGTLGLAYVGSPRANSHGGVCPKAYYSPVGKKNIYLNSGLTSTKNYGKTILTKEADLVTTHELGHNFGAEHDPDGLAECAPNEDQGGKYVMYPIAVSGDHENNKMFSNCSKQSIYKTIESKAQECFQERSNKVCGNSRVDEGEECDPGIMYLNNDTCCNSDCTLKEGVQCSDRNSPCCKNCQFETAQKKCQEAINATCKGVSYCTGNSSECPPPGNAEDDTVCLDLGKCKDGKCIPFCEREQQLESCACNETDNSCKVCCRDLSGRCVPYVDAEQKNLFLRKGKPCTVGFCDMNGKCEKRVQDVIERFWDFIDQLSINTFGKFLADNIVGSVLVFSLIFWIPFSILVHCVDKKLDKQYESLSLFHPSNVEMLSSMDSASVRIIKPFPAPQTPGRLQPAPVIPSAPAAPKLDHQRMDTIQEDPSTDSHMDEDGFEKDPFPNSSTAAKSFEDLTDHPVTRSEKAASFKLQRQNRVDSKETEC
DAX1 inh-2 = DAX1 (NR0B1) inhibitors, primary screen, cell-based, HEK293, Gal4-DAX1, luciferase luminescence. Nuclear receptor subfamily 0 group B member 1 (Homo sapiens), P51843. HEK293 Gal4-DAX1 luciferase reporter. inhibition, % at 6.75 µM. 340,000 compounds, 0.99% hits. AID 504766, 2011;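 active = inhibition above the mean over all tested compounds plus 3 SD, cut at about 4.2% in these data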;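 also: 0% = DAX1-transfected cells with DMSO and 100% = empty-vector control cells with DMSO; inhibition shows as a rise in luminescence from relieved DAX1 repression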
Target sequence (P51843 207-470 limits assumed): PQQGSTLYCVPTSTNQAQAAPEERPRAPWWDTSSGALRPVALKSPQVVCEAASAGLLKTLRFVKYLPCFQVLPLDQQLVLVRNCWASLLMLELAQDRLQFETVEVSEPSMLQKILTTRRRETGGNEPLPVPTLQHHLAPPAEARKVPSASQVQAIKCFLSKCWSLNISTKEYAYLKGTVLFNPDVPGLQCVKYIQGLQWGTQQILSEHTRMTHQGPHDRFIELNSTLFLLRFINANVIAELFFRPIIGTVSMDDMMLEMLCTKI
GAA850 FXN act = FXN promoter activators, primary screen, cell-based, luciferase luminescence, HEK293 lucGAA850. HEK293 lucGAA850 FXN promoter luciferase reporter, 24 h; percent of 10 µM SAHA response. activation, % at 6 µM. 360,000 compounds, 0.56% hits;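 active = activation above the average of all compounds screened plus 3 SD, cutoff fixed separately per campaign, cut at about 7.5% in these data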;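 also: 0% = DMSO wells and 100% = 10 µM SAHA wells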
NPR1 activator = GC-A stimulated cGMP production enhancers – HEK293 GC-A cells, cGMP TR-FRET, EC30 ANP, primary screen; activation, % at 10 µM; Atrial natriuretic peptide receptor 1 (Homo sapiens), P16066; 370,000 compounds, 0.14% hits; 0% at EC30 ANP, 100% saturating ANP; in the data active = activation above about 40%
* hit, by the source's call; i = inactive; . = no result given. An unsorted share of the library. About 6.8% of those tested had a hit in this group.

SMILES	DAX1 inh-1	PG9 binder	ssDAF-12 act	SMARCA2 act	ADAM10 inh	hcDAF12 agonist	hgDAF12 agonist	ADAM17 inh	DAX1 inh-2	GAA850 FXN act	NPR1 activator
CCOC(=O)CC[C@H]1CC[C@]2(CCCN(Cc3ccccc3)C2)O1	0.3	.	-0.5	1	-10	0.3	1.4	-5	.	.	-5
C=C(C)C1CC=C(C)/C(=N\NC(=O)CCC(=O)Nc2ccc(C)c(C)c2)C1 (stereo not given)	-0.4	1.8	-0.1	-2	0	0.7	0.7	-3	0.7	0.4	-9
CC(Sc1nnc(-c2ccccc2F)o1)C(=O)Nc1ccc(N2CCOCC2)cc1 (stereo not given)	1.0	-0.7	-1.3	2	4	0.9	1.1	-1	-0.6	4.3	1
COc1ccccc1N(C)S(=O)(=O)c1ccc(C(=O)OCC(=O)NCC(F)(F)F)cc1	-0.6	0.7	-0.8	-2	3	-0.2	0.1	-5	-0.5	-0.4	-2
Cn1cc(C(=O)c2ccccc2)cc1-c1nc2ccccc2n1C	-1.2	-1.8	-1.7	-1	-6	-1.2	-1.2	-6	-1.4	-0.1	0
Cc1ccc(N=C2NC(=O)/C(=C/c3cccn3C)S2)c(C)c1	0.1	-1.3	-1.4	-1	14	-0.6	-0.5	3	0.4	0.5	5
O=S(=O)(NC1=NCCCCC1)c1ccccc1Cl	-0.7	-0.3	-0.9	-1	0	-1.5	-1.9	1	1.3	1.0	0
O=C(Oc1ccc(F)cc1)c1ccc2c(=O)n3c(nc2c1)CCC3	0.1	-1.0	-1.1	2	-25	0.0	-0.2	-7	0.0	0.9	0
CCOc1ccc(CCNC(=O)c2nccnc2C(=O)O)cc1OCC	0.4	0.4	-0.6	-3	-6	1.4	-1.6	-1	1.7	-1.2	8
CS(=O)(=O)N1N=C(c2ccc(Br)cc2)CC1c1cccs1 (stereo not given)	0.3	0.3	-0.9	2	2	2.8	14*	0	1.7	5.0	-2
Cc1cn([C@H]2C[C@H](O)[C@@H](CCC(=O)NCc3cccc4ccccc34)O2)c(=O)[nH]c1=O	-0.6	0.8	-1.0	-5	2	0.1	-1.6	2	.	.	4
Nc1cc2ccncc2c2ccccc12	-0.8	1.0	-0.8	-4	i	-0.9	7.7	-474	-0.3	-5.8	14
O=C(O)c1ccc2c(c1)C(=O)N(C(Cc1ccccc1)C(=O)O)C2=O (stereo not given)	0.0	-2.2	-1.7	-2	-5	0.1	0.3	1	-0.1	1.4	-1
COc1ccc(C(C)=O)cc1COc1cccc2cccnc12	-0.9	-0.6	-1.0	-2	-23	-2.0	0.8	-6	0.5	1.3	-1
COc1ccc(C(=O)NC2=NCCS2)cc1S(=O)(=O)N1CCOCC1	0.5	0.8	-0.8	-2	-20	-1.4	-1.0	-1	1.9	-1.2	0
O=c1[nH]nc(CNc2ccc(O)cc2)c2ccccc12	1.4	-6.9	0.1	-4	-41	-0.4	-1.3	-10	0.1	0.2	-13
CCOC(=O)C1CCN(S(=O)(=O)c2cccc(-c3cn4ccccc4n3)c2)CC1	-1.0	-0.4	-1.6	0	-37	-1.7	0.7	-11	-1.6	-1.0	-1
C=CCNC(=O)C12CC3CC(C1)CC(C(=O)NCC=C)(C3)C2	0.7	1.9	-1.2	0	-5	-0.5	1.9	-2	2.1	2.5	1
CCc1ccc(C2CC(c3cccc(OC)c3)n3nc(N)nc3N2)cc1 (stereo not given)	0.4	0.0	-0.8	0	-8	-0.6	-3.5	-2	3.0	0.1	2
S=c1[nH]nc(CN2CCCCC2)n1-c1ccc(Cl)cc1	1.2	-0.3	-1.7	2	5	0.0	1.6	-2	1.4	1.5	1

Arranged by value in SMARCA2 act (smallest number first): 3 from the list above.
Structure	DAX1 inh-1	PG9 binder	ssDAF-12 act	SMARCA2 act	ADAM10 inh	hcDAF12 agonist	ADAM17 inh	DAX1 inh-2	GAA850 FXN act	NPR1 activator
Cc1cn([C@H]2C[C@H](O)[C@@H](CCC(=O)NCc3cccc4ccccc34)O2)c(=O)[nH]c1=O	-0.6	0.8	-1.0	-5	2	0.1	2	.	.	4
COc1ccc(C(C)=O)cc1COc1cccc2cccnc12	-0.9	-0.6	-1.0	-2	-23	-2.0	-6	0.5	1.3	-1
CC(Sc1nnc(-c2ccccc2F)o1)C(=O)Nc1ccc(N2CCOCC2)cc1 (stereo not given)	1.0	-0.7	-1.3	2	4	0.9	-1	-0.6	4.3	1

(continued)
SMILES	DAX1 inh-1	PG9 binder	ssDAF-12 act	SMARCA2 act	ADAM10 inh	hcDAF12 agonist	hgDAF12 agonist	ADAM17 inh	DAX1 inh-2	GAA850 FXN act	NPR1 activator
CCCCCCn1c(=O)[nH]c2nc3cc(N)c(C)cc3nc2c1=O	-1.2	-3.3	-1.7	0	-22	-2.1	-4.1	-2	-1.3	1.7	1
COc1ccc(-n2cnc3cc([N+](=O)[O-])ccc32)cc1	0.2	-3.5	-1.3	2	0	0.4	2.0	2	-0.9	4.5	2
CCOc1ccc(N(CC(=O)NC2CCCCCC2)S(=O)(=O)c2c(C)[nH]c(=O)[nH]c2=O)cc1	0.6	-2.3	-1.7	1	-10	1.3	1.4	-1	0.8	0.8	4
CCC(C)(C)NC(=O)C(c1ccc(OC)cc1)N(C(=O)CCC(=O)Nc1cc(C)on1)c1ccccc1OC (stereo not given)	-0.2	0.3	-0.3	1	2	-0.7	0.2	3	-1.9	-2.6	-20
O=C(Cc1ccccc1Cl)Nc1ccc(S(=O)(=O)N2CCOCC2)cc1	1.3	2.3	-1.5	-2	-7	-0.7	-1.7	-3	-0.4	-0.2	1
NC(=O)C12NC(Cc3ccccc31)c1ccccc12 (stereo not given)	-0.8	-0.2	-1.1	-2	-13	-0.6	1.3	-5	.	.	0
CC[n+]1ccccc1/C=C/Nc1ccccc1	0.3	-1.5	-1.5	-3	1	-0.5	-1.9	-2	2.8	1.8	3
CC1CCC(NC(=O)c2cc(C3CC3)nn2-c2ccccc2)CC1 (stereo not given)	-2.7	-0.2	-1.1	-3	-10	-1.7	2.0	1	0.1	0.8	-5
O=C(Cc1cccc(NC(=O)C2CCCN(C(=O)C3CCCC3)C2)c1)Nc1cccc(C(=O)N2CCCCC2)c1 (stereo not given)	1.2	1.2	-1.0	-4	5	-0.8	-2.5	5	-0.8	-1.2	1
CC(=O)Oc1ccc2c(C)c(CC(C)O)c(=O)oc2c1 (stereo not given)	-0.3	2.7	-1.4	-3	i	0.4	0.3	i	0.1	0.6	3
O=C(CN1C(=O)C2CC=CCC2C1=O)Nc1ccc(S(=O)(=O)NC2=NCCCCC2)cc1 (stereo not given)	-0.1	0.9	-1.0	1	4	-1.1	-2.1	-7	0.0	1.7	2
CCOC(=O)NC(=O)COC(=O)c1ccc(O)cc1	-0.5	0.7	-0.1	-4	-11	3.4	2.3	-5	1.2	0.3	1
Cc1ccc(S(=O)(=O)/N=C(\N)Nc2nc(C)c3ccc(C)cc3n2)cc1	-0.5	3.6	-1.4	0	-5	-1.7	1.1	-3	0.6	-0.4	1
CN(c1ccc(C(=O)O)cc1)S(=O)(=O)c1ccccc1	-0.2	-1.3	-0.6	-2	-14	0.1	1.2	-9	1.5	-2.2	0
COC(=O)c1cnc(N2CCCN(S(=O)(=O)c3ccccc3)CC2)nc1C(F)(F)F	-0.9	-1.5	-0.8	-3	-18	-1.3	-3.7	-5	0.2	0.9	3
CCn1nc(C)c(Br)c1Nc1ccc(Br)cc1	0.1	0.4	-0.9	-3	4	-1.0	-2.6	3	2.0	-0.2	3
COc1cc(CN2CCNC(=O)C2CC(=O)NC2CCCC2)cc(OC)c1 (stereo not given)	0.9	-0.4	-0.5	1	-12	1.7	-0.6	-7	0.5	-0.3	-2
O=C(Nc1ccc(F)cc1)N(Cc1ccco1)Cc1cc2cc3c(cc2[nH]c1=O)OCO3	1.2	0.7	-1.1	1	-61	0.3	0.5	-22	-1.6	-7.5	5
Cc1cccc(NC(=O)CSCc2c(C)noc2C)c1C	-0.2	-2.9	-0.6	5	4	-2.0	-1.0	-1	-0.3	-2.4	2
Cc1cccc(C)c1-n1c(SCC(=O)Nc2ccc(C(=O)O)cc2)nnc1-c1cccc(S(=O)(=O)N(C)C)c1	-0.4	0.6	0.0	3	1	-0.5	2.0	1	1.3	0.0	-2
O=C(NCC1CCCO1)C1CCCN(Cc2cnn(-c3ccccc3)c2-n2cccc2)C1 (stereo not given)	-0.1	-0.8	-1.0	0	4	-0.7	-0.2	-3	0.1	-0.9	1
CC(=O)N1CCN(C(C)=O)C1c1ccccc1	0.0	1.1	-2.0	-3	-4	-0.7	2.5	-2	2.2	-2.5	3
COc1cc([N+](=O)[O-])cc2cc(C(=O)NC(C)(C)C)c(=O)oc12	0.1	-2.0	-1.1	-2	-4	1.2	2.1	1	-1.2	0.8	-4
CNC(=O)CSc1nc2c(c(=O)n(C)c(=O)n2C)n1Cc1ccc(C)cc1	-0.1	-3.2	-1.4	2	5	1.5	-0.1	-4	1.4	1.0	11
Cc1nnc(NC(=O)CSc2nnc(CNC(=O)c3ccc(S(=O)(=O)N(C)C)cc3)o2)s1	0.6	-5.5	-0.6	-2	-4	-0.8	-1.7	5	-0.1	1.9	1
O=C(NCc1ccco1)C1CCN(C(=O)c2cc3sccc3n2Cc2ccc(Cl)cc2)CC1	-2.2	-2.1	-1.9	-4	14	-3.1	-6.0	6	-1.8	2.4	-5
O=C(C1CCCCC1)N1CCN(S(=O)(=O)c2cccc([N+](=O)[O-])c2)CC1	-1.7	-2.7	-1.3	-1	-10	-2.5	-2.2	-4	0.5	0.3	4
CCCCOC(=O)Nc1nnc(CCc2ccccc2)s1	-0.3	-0.5	-1.7	-5	-26	0.1	0.5	-15	1.4	2.5	0
CCOC(=O)Cc1nnc(NC(=O)c2cccc(OCC)c2)s1	0.5	1.1	-0.8	1	-11	-0.9	-2.0	-3	-0.7	-0.7	-2
COc1ccc(OC)c(N(CC(=O)NN=C2CCN(C)CC2)S(=O)(=O)c2ccccc2)c1	0.3	-1.0	-0.9	-1	2	0.4	0.0	1	-0.3	1.0	-1
Cc1cc(C)c(C#N)c(SCC(=O)c2cc(C)n(CCc3ccccc3)c2C)n1	-0.3	0.4	-1.4	0	1	-0.6	-0.5	-5	0.3	1.6	-5
Cc1ccc(-c2cc(C(=O)N/N=C/c3c[nH]c4ccccc34)[nH]n2)cc1	-1.8	-0.8	-1.1	2	-2	-0.2	14*	2	-1.6	0.5	-2

Source: PubChem BioAssay
